Source: PubChem (National Center for Advancing Translational Sciences (NCATS))
EPAC2 ag: qHTS for Agonist of cAMP-regulated guanine nucleotide exchange factor 4 (EPAC2): primary screen | Rap guanine nucleotide exchange factor 4 (Homo sapiens), Q8WZA2 | actives 0.079% (n = 360,000) | EPAC2 activation, biochemical qHTS; response scale: 100% = 6.5 mM cAMP response | Potency, µM (series often up to 154 µM), for the others: top-dose activation, most hits filed as activators; note: potency is the fitted concentration of half-maximal effect; nearly all actives have a fitted effect of over 50% in size
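Guanine nucleotide exchange by EPAC2 is measured as reduced fluorescence of BODIPY-GDP once it is released from 250 nM Rap1B. Plates are read kinetically for 30 min at room temperature; results are scaled to 6.5 mM cAMP.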
PI5P4K alpha inh: qHTS for Inhibitors of phosphatidylinositol 5-phosphate 4-kinase (PI5P4K); Phosphatidylinositol 5-phosphate 4-kinase type-2 alpha (Homo sapiens), P48426; PI5P4Kalpha enzyme, ADP-Glo luminescence, 60 min; active compounds read low; max response, %; actives 1.2% (n = 330,000); active = max response of -50% or lower; inconclusive = between -30% and -50%; inactive = -30% or higher; note: value at the top dose of about 77 µM; % is set by controls: 0 for no effect and ±100 for the full control effect
Target sequence (P48426 whole entry, looked up): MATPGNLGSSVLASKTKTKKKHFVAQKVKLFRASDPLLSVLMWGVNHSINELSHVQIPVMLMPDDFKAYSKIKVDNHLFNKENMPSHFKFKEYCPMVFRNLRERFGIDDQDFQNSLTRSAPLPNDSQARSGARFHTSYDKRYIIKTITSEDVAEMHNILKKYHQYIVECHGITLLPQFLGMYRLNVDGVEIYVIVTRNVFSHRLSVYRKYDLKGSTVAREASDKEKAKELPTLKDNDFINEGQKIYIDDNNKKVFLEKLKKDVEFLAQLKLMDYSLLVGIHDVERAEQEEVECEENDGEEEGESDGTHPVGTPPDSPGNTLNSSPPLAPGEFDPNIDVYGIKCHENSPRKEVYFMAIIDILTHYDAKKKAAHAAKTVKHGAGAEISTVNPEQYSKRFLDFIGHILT
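Human PI5P4Kalpha with substrate in 0.038 M HEPES pH 7.4, 0.28 mM EGTA, 0.1% CHAPS, 5% DMSO; reaction started with 5 microM ATP (final), 60 min at room temperature. ADP formed read by ADP-Glo luminescence.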
PLK1 PBD block: qHTS for Inhibitors of PLK1-PDB (polo-like kinase 1 - polo-box domain): Primary Screen | Serine/threonine-protein kinase PLK1 (Homo sapiens), P53350 | Potency, µM, inactives show max response, negative = inhibition, actives largely listed as inhibitors | AID 720504, 2013 | Plk1 PBD binding of FITC phosphopeptide, fluorescence polarization | actives 2.8% (n = 360,000); note: potency is the fitted concentration of half-maximal effect; series mostly up to about 57 µM; % is set by controls: 0 for no effect and ±100 for the full control effect; nearly all actives have a fitted effect of over 65% in size
Target sequence (P53350 whole entry, looked up, the tested form may be a part): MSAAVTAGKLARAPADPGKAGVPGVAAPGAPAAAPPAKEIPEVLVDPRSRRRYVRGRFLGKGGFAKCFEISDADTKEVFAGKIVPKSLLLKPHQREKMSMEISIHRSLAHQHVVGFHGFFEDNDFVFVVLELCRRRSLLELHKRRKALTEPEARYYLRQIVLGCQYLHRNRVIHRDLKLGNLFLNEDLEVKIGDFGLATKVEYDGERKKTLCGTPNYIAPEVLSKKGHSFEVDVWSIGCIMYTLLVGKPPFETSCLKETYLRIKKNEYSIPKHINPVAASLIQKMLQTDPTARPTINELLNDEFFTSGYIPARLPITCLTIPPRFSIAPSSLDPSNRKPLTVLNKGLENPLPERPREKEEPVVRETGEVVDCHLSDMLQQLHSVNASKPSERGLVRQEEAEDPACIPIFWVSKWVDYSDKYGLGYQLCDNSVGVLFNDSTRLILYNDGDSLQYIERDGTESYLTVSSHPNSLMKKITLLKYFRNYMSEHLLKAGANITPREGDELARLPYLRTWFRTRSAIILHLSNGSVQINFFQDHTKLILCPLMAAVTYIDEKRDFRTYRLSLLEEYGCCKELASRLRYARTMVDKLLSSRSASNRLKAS
CCT modulator: High-Throughput Screening for Modulators of Cytosolic Chaperonin Activity; AID 651819, 2012; activity change, % (concentration not given with the values), hits read low; purified chaperonin ATPase assay, HTRF ADP detection, 30 min; actives 0.3% (n = 360,000); in the data active = activity change below about -30%; note: % is set by controls: 0 for no effect and ±100 for the full control effect
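We incubate TRiC, 40 or 20 nM final, with library compounds at 76 uM and 10 uM ATP for 30 min at 37 °C. ADP formed is detected with Transcreener HTRF reagents after 30 min at room temperature.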
WRN inhibitor: qHTS for Inhibitors of WRN Helicase | Bifunctional 3'-5' exonuclease/ATP-dependent helicase WRN (Homo sapiens), Q14191 | WRN helicase unwinding, fluorescent forked duplex, kinetic | Potency, µM (series often up to 114 µM), inactives show at the top dose activity change, negative = inhibition, actives largely listed as inhibitors | actives 0.46% (n = 360,000); note: potency is the fitted concentration of half-maximal effect; % is set by controls: 0 for no effect and ±100 for the full control effect; nearly all actives have a fitted effect of over 55% in size
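Screening of the MLSMR collection measured strand separation of a quenched forked DNA duplex (100 nM) by 20 nM WRN with 2 mM ATP, all final. Compounds were preincubated with enzyme 15 min at room temperature.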
EPAC1 antag: qHTS for Antagonist of cAMP-regulated guanine nucleotide exchange factor 3 (EPAC1): primary screen | EPAC1 GEF assay, Rap1b-BODIPY-GDP exchange fluorescence | Potency, µM (series often up to 115 µM), for inactives: at the top dose activity change, negative = inhibition, actives largely listed as inhibitors | actives 0.14% (n = 360,000) | AID 720709, 2013;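 note: potency is the fitted concentration of half-maximal effect; plate controls were vehicle for no effect and positive control for full effect; nearly all actives have a fitted effect of over 50% in size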
EPAC1 ag: qHTS for Agonist of cAMP-regulated guanine nucleotide exchange factor 3 (EPAC1): primary screen; Rap guanine nucleotide exchange factor 3 (Homo sapiens), O95398; EPAC1 agonist qHTS, biochemical assay; response scale: 100% = response to 6.5 mM cAMP; Potency, µM (titrated, usually from 154 µM), inactives show at the highest dose activation, most hits filed as activators; actives 0.073% (n = 360,000); AID 720707, 2013; note: potency is the fitted concentration of half-maximal effect; nearly all actives have a fitted effect of over 60% in size
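Multi-concentration qHTS readout: loss of Rap1B-bound BODIPY-GDP fluorescence driven by 100 nM EPAC1 with excess GDP (50 uM), monitored kinetically at room temperature; agonist response expressed relative to 6.5 mM cAMP.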
IL2 activator: qHTS of IL-2 Activators; IL-2 activation reporter assay, cell-based qHTS; stimulated with anti-CD3/CD4/CD28 beads; in transgenic mouse T cells; activation, % (series mostly up to about 46 µM); actives 0.065% (n = 360,000); AID 652025, 2013; in the data active = activation above about 50%; inconclusive = mostly about 30% to 49%; note: 0% is about no effect
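Readout: EGFP and DsRed signals by fluorescent plate cytometry. Unstimulated transgenic mouse T cells received compound 60 min before antibody-bead stimulation, then incubated 18 h at 37 degrees C.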
An asterisk follows results filed as active; ? = inconclusive; . = no result given; [ ] = dose if it differs, or a comment. Unless noted, calls come from the whole dose curve; as a rule, active = well fitted curve in the direction sought with a large enough effect; inconclusive = small, poorly fitted or top-dose-only effect, or another doubt; inactive = no such curve, though single readings can be large; an effect the other way counts as inactive or inconclusive. These rows are one share of the data, so the mix of outcomes need not match the whole.

SMILES | EPAC2 ag | PI5P4K alpha inh | PLK1 PBD block | CCT modulator | WRN inhibitor | EPAC1 antag | EPAC1 ag | IL2 activator
Cc1ccc(CNC(=O)C(Cc2ccccc2)NS(=O)(=O)c2ccc3c(c2)CCC(=O)N3)cc1 (stereo not drawn) | -5% | -2 | 0% | -0.7 | -11% | 8% | -4% | 0.4
O=C(Nc1ccc(OCC(F)(F)C(F)F)c(C(F)(F)F)c1)c1ccccc1O | -5% | 13 | -21% | -3.7 | -16% | ? | 10% | -1.2
C[C@H](NC(=O)[C@@H]1CCCN1C(=O)[C@@H]1CCCN1C(=O)OC(C)(C)C)c1ccccc1 | 5% | 0 | 5% | 0.1 | -8% | 7% | 7% | 0.0
CC(C)Oc1ccc(CNC(=O)c2ccc3nc(N4CCOCC4)sc3c2)cc1 | -9% | 0 | -3% | -1.1 | 0% | -2% | -22% | -1.3
COc1cc(/C=C2\SC(N)=NC2=O)cc(OC)c1 | 5% | ? | 13µM* | -3.5 | ? | -18% | 3% | 0.5
NC(=S)c1cc2ccc(O)cc2oc1=O | 4% | -72* | ? | -3.6 | ? | -8% | 0% | 0.9
Cc1ccc2c(=O)c(CN3CCCCCC3)c(C)[nH]c2c1C | 2% | -4 | 2% | 1.0 | 17% | 17% | 0% | -0.2
Cc1cc(C)nc(Sc2ncnc3c2oc2ccccc23)n1 | 4% | 3 | -1% | 0.1 | 11% | 3% | -8% | -3.0
Cc1cccc(NC(=O)c2ccc(S(=O)(=O)N3CCCCC3C)cc2)n1 (stereo not drawn) | 11% | -2 | -8% | 0.1 | -28% | 21% | 0% | -6.6
CC(=O)Nc1ccc(NC(=O)CSC2=NS(=O)(=O)c3cc(Cl)ccc3N2)cc1 | 9% | -11 | -13% | -3.1 | ? | 1% | -1% | -4.6
CCOc1ccccc1NC(=S)N1CCC(NC(=O)c2ccco2)CC1 | 6% | 1 | -6% | -1.6 | -1% | 3% | 15% | -0.6
O=C(COC(=O)c1cccnc1Cl)NC1CCCCC1 | -6% | 0 | -1% | -0.1 | 5% | 5% | -2% | 0.9
CC1CC(C)(C)NC(=S)N1CCC(=O)NCc1ccc(Cl)cc1 (stereo not drawn) | -12% | 8 | -12% | -2.5 | -4% | -20% | 5% | 0.1
CCOc1ccc(-c2[nH]ncc2Oc2cccc(OC)c2)c(O)c1 | 18% | 5 | -11% | -1.1 | -12% | -25% | 21% | 0.0
Cc1cc(C)cc(OCC(=O)OCC(=O)c2cc(C)n(C3CC3)c2C)c1 | 12% | 9 | 3% | -1.1 | -20% | -12% | 5% | -2.4
Fc1ccccc1CSc1nncn1NCc1cccs1 | 8% | . | -2% | -1.6 | 4% | -1% | 4% | 6.4
CCOc1ccc(CCN2C(=O)C(=O)N([C@@H](Cc3ccc(O)cc3)CN3CCC[C@H]3CN3C(=O)C(=O)NC[C@@H]3CC(C)C)C[C@@H]2Cc2ccccc2)cc1 | 7% | -2 | -15% | -0.4 | -9% | -22% | 2% | 0.4
COc1ccc(/C=N\NC(=O)c2ccc(F)cc2)cc1COc1ccccc1C(N)=O | 18% | -15 | -7% | -0.8 | -36% | 5% | 3% | -0.3
CCCCC(CCC(=O)Nc1cc([N+](=O)[O-])ccc1O)C(=O)O (stereo not drawn) | 14% | -21 | ? | -2.2 | ? | -22% | 1% | -1.2
CCc1nc2ccc(C(=O)N3CCN(c4ccccc4)CC3)cn2c1N(CCC(C)C)CCN(C)C | 0% | 1 | -4% | 0.2 | 5%[57.1 µM] | -17% | -18% | -0.3
COc1ccc(Nc2cc(=O)n(-c3ccccc3)c3c2c(=O)n(C)c(=O)n3C)cc1 | 3% | 3 | -10% | -0.2 | 2% | 8% | 5% | -0.4
O=c1[nH]c2ccc(S(=O)(=O)N3CCN(c4ccccc4F)CC3)cc2s1 | 8% | 4 | -17% | -0.6 | -7% | 9% | -8% | -1.7
O=C(c1ccc(Cl)c([N+](=O)[O-])c1)N(Cc1ccccc1)C1CCS(=O)(=O)C1 (stereo not drawn) | 0% | -2 | -9% | -1.2 | 12% | 15% | 0% | -3.9
O=C(CCN1C(=O)C2C3CCC(C3)C2C1=O)OCC(=O)c1ccc(Br)cc1 (stereo not drawn) | 5% | 2 | -2% | -0.3 | 12% | 12% | 0% | -2.6
Cc1nn(C)cc1C(N)=O | 4% | -7 | -9% | -1.4 | -25% | -2% | 13% | 0.0
Cc1ccc(NC(=O)C2COc3ccccc3O2)cc1S(=O)(=O)N1CCOCC1 (stereo not drawn) | 11% | -2 | -4% | 3.9 | -2% | -8% | -4% | -0.2
CSCCC(NC(=O)COc1ccccc1)C(=O)N(C)Cc1ccc(Cl)cc1Cl (stereo not drawn) | 7% | 7 | -4% | -3.3 | -2% | -14% | 6% | 1.3
O=C(CCc1ccccc1)NNC(=O)Nc1ccc(Cl)cc1 | -2% | -6 | 8% | -2.5 | 2% | -12% | 0% | -0.4
Cc1ccc(C2=NN(CC(=O)NCc3ccco3)C(=O)CC2)cc1 | 2% | 0 | -1% | 1.6 | -19% | 11% | -5% | -2.2
C=CCNC(=S)Nc1cc(S(=O)(=O)N2CCOCC2)ccc1-n1cncn1 | 2% | 2 | -13% | -1.1 | -15% | -10% | -3% | 0.0

3 compounds picked at random from those above:
SMILES | EPAC2 ag | PI5P4K alpha inh | PLK1 PBD block | CCT modulator | WRN inhibitor | EPAC1 antag | EPAC1 ag | IL2 activator
CSCCC(NC(=O)COc1ccccc1)C(=O)N(C)Cc1ccc(Cl)cc1Cl (stereo not drawn) | 7% | 7 | -4% | -3.3 | -2% | -14% | 6% | 1.3
Fc1ccccc1CSc1nncn1NCc1cccs1 | 8% | . | -2% | -1.6 | 4% | -1% | 4% | 6.4
CCOc1ccc(CCN2C(=O)C(=O)N([C@@H](Cc3ccc(O)cc3)CN3CCC[C@H]3CN3C(=O)C(=O)NC[C@@H]3CC(C)C)C[C@@H]2Cc2ccccc2)cc1 | 7% | -2 | -15% | -0.4 | -9% | -22% | 2% | 0.4

Additional compounds:
SMILES | EPAC2 ag | PI5P4K alpha inh | PLK1 PBD block | CCT modulator | WRN inhibitor | EPAC1 antag | EPAC1 ag | IL2 activator
O=[N+]([O-])c1ccc2ncnc(Nc3ccc4c(c3)OCCO4)c2c1 | 15% | 0 | -11% | -2.7 | -10% | -1% | 10% | 0.9
COc1ccc(S(=O)(=O)N2CCC(C(=O)Nc3ccccc3N3CCCCC3)CC2)cc1OC | 2% | 8 | -2% | 2.6 | -26% | 14% | 0% | -4.6
O=C(CSc1nccn1-c1ccccc1)NCc1ccc(F)cc1 | 3% | -5 | 4% | -1.9 | -5% | -12% | -3% | -0.1
CCCNC(=O)CN1CCN(S(=O)(=O)c2ccc(Br)s2)CC1 | 14% | 0 | -15% | 1.2 | 9% | -28% | 0% | -0.6
CSc1cc(SC)ncn1 | 3% | -1 | -3% | 3.3 | 0% | 6% | 4% | 1.4
NC(=NCCc1ccccc1)NS(=O)(=O)c1ccc2ccccc2c1 | 2% | 5 | -6% | 1.1 | 2% | 0% | -2% | -0.8
Cc1ccc(S(=O)(=O)N/N=C\C=C\c2ccccc2)cc1 | 1% | . | -6% | 0.4 | -8% | -1% | 6% | -1.0
C=CCSc1nnc(NC(=O)CSc2nc3ccccc3o2)s1 | 13% | 0 | -19% | 2.2 | -9% | -9% | -12% | 0.8
CSCCCN1CCC(n2nccc2NC(=O)CCCc2ccccc2)CC1 | 10% | -1 | 3% | 0.3 | -23% | 3% | 9% | -4.7
NS(=O)(=O)c1cccc(NC(=O)CSc2nnc(-c3ccccc3)o2)c1 | 4% | 19 | -5% | -3.0 | -3% | -3% | 14% | -1.7
CC(C)(Oc1ccc(Cl)cc1)C(=O)OCC(=O)NCCc1ccc(S(N)(=O)=O)cc1 | 2% | -5 | -6% | 0.6 | -5% | -18% | 3% | -5.6
COc1ccccc1OCC(=O)Nc1ccc(O)cc1C(=O)O | -6% | ? | 1% | -2.1 | 3% | -4% | -7% | 0.4
CCOC(=O)c1cnc2c(C#N)c(C)nn2c1-c1ccccc1 | -3% | -2 | 2% | -1.8 | 1% | 12% | -6% | 1.1
O=C(COC(=O)/C=C/c1ccco1)Nc1ncc(C(F)(F)F)cc1Cl | 1% | -1 | -25% | 0.6 | ? | -11% | -7% | -1.5
COc1ccc(NC(=O)c2cc3ccccc3oc2=O)cc1 | 7% | 0 | -14% | -2.0 | 7% | -7% | 11% | -0.4

Filtered by structure: the entries above with a CF3 group (2)
SMILES | EPAC2 ag | PI5P4K alpha inh | PLK1 PBD block | CCT modulator | WRN inhibitor | EPAC1 antag | EPAC1 ag | IL2 activator
O=C(Nc1ccc(OCC(F)(F)C(F)F)c(C(F)(F)F)c1)c1ccccc1O | -5% | 13 | -21% | -3.7 | -16% | ? | 10% | -1.2
O=C(COC(=O)/C=C/c1ccco1)Nc1ncc(C(F)(F)F)cc1Cl | 1% | -1 | -25% | 0.6 | ? | -11% | -7% | -1.5

The listing continues:
SMILES | EPAC2 ag | PI5P4K alpha inh | PLK1 PBD block | CCT modulator | WRN inhibitor | EPAC1 antag | EPAC1 ag | IL2 activator
O=C(COc1ccccc1)Nc1ccc(Cl)cn1 | 12% | 9 | -7% | 2.2 | -8% | ? | -4% | -0.4
Cc1cccc(C(=O)Nc2cc(C)ccc2NC(=O)COc2ccccc2)c1 | -16% | 1 | -2% | 1.3 | -10% | -9% | -8% | -0.3
COc1ccc2[nH]c(N=Nc3ccccc3C)c(O)c2c1 | 4% | -1 | -13% | -4.2 | -1% | -7% | 1% | -2.3
Cc1ccc(OCC(=O)N2CC(C)CC(C)C2)c([N+](=O)[O-])n1 (stereo not drawn) | 4% | 4 | -2% | -0.7 | 7% | -16% | -3% | 0.4
CC1=C(C#N)C(c2cccnc2)C2=C(CC(C)(C)CC2=O)N1 (stereo not drawn) | -5% | -6 | -3% | -0.8 | 4% | 9% | -5% | -0.5
O=C(Cn1nc(C(=O)O)c2ccccc2c1=O)NCCC1=CCCCC1 | 0% | 8 | 2% | -3.6 | -13% | 11% | -16% | -0.6
Cc1cc(C)nc(NS(=O)(=O)c2ccc(NC(=O)c3ccccc3C)cc2)n1 | 8% | 0 | -11% | -1.3 | 5% | -16% | 5% | 0.5
